Assay outcomes deposited in PubChem by The Scripps Research Institute Molecular Screening Center.
SIAE primary – inhibitors of human sialic acid acetylesterase SIAE | Q9HAT2 | 0.69% of 370,000 active | inhibition, % at 9.66 µM | SIAE FP-Rh probe binding, fluorescence polarization;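 active = inhibition above a cutoff: mean of compounds within the control limits plus 3 SD of those, cut at about 17% in these data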;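 also: 0% = plate median of compound wells and 100% = probe without SIAE protein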
DDE Tn7 FP inh – DD(E)-Tn7 binding inhibition, primary FP screen | FP displacement of FITC-Tn7 peptide from fibrin DD(E); 0% = median of compound wells per plate | inhibition, % at 8.3 µM | AID 720508 | 0.13% of 370,000 active;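 active = inhibition above the mean of compounds falling within the control limits plus 3 SD of them, cut at about 14% in these data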;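 also: 0% = plate median of compound wells and 100% = 10 µM Aha-Tn7 peptide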
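Test system: human clot-derived fibrin DD(E) complex / Quantity: 2 µM final DD(E) protein / Incubation: 10 min plus 3 h, room temperature / Measured by: fluorescence polarization / Benchmarks: high control of 10 µM Aha-Tn7 peptide / Replicates: singlicate testing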
HTRA1 inh – inhibitors of human serine peptidase HTRA1; Q92743; recombinant HTRA1, FP-rhodamine activity-based probe, fluorescence polarization; inhibition, % at 5.96 µM; 0.5% of 340,000 active; AID 504803; in the data active = inhibition above about 36%;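 also: 0% = enzyme with DMSO and 100% = wells lacking enzyme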
TCR CD3 inh – blocks the human TCR-CD3 interaction; TAMRA-labeled TCR probe fluorescence, biochemical; inhibition, % at 9.4 µM; 0.37% of 360,000 active; AID 651800; in the data active = inhibition above about 19%;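 also: recombinant mutant TCR 2C K166C tagged with TAMRA read by polarization; 0% = receptor in buffer alone and 100% = receptor with positive control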
mABHD4 FP – inhibitors of mouse ABHD4 | Q8VD66 | 0.54% of 370,000 active | inhibition, % at 8.92 µM | purified mABHD4, FP-Rh probe fluorescence polarization | AID 720543;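 active = inhibition exceeding the mean over every tested compound plus 3 SD, cut at about 30% in these data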;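 also: 0% = plate median of compound wells and 100% = S159A mutant with DMSO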
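Assay system: mABHD4 protein; medium: HEPES pH 7.0, NaCl, Pluronic buffer; dosing: 8.92 µM, single dose; schedule: 45 min + 60 min at 25 °C; signal: FP readout, ex 525 nm / em 598 nm; read-out: normalized percent inhibition of probe labeling; repeats: single replicate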
UHRF1 binding – UHRF1 methyl-DNA binding inhibition. Q96T88. UHRF1 binding to methylated oligo, TR-FRET. inhibition, % at 4.4 µM. 0.75% of 370,000 active. AID 687016; in the data active = inhibition above about 21%;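 also: UHRF1 SRA domain binding a hemimethylated CpG hairpin DNA probe; 0% = median of test compound wells and 100% = reference inhibitor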
Target sequence (Q96T88 whole entry, looked up, the tested form may be a part): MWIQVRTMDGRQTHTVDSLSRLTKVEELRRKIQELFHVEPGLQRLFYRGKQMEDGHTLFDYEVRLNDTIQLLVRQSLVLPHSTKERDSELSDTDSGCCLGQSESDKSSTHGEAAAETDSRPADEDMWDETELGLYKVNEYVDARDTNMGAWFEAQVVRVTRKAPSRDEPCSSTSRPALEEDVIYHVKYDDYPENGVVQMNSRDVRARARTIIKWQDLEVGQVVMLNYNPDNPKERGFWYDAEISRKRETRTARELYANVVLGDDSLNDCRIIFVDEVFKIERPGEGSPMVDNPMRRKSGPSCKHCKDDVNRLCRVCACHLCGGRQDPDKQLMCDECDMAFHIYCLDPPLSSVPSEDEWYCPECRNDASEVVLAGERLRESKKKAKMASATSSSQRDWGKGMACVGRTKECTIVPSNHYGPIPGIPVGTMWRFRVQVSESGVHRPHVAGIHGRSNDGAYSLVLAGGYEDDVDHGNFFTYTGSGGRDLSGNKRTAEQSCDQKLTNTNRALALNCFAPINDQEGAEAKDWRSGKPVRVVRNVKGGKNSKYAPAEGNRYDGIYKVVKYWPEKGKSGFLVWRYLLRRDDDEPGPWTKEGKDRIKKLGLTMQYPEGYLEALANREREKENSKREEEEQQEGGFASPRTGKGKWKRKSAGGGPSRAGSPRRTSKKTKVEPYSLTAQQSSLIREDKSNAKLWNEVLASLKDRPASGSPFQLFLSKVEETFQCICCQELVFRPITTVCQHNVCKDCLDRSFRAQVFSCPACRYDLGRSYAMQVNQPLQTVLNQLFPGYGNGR
TDP2 inh – blocks human TDP2 phosphodiesterase activity | O95551 | recombinant TDP2, T5PNP hydrolysis, p-nitrophenol absorbance 415 nm | inhibition, % at 12.8 µM | 0.34% of 370,000 active | AID 720702;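 active = inhibition above the mean of all tested compounds plus 3 SD, set per campaign, cut at about 25% in these data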;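 also: 0% = DMSO with enzyme and 100% = buffer with substrate but no TDP2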
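Assay system: recombinant human TDP2 / Reagent: T5PNP substrate at 5 mM, a TopII-DNA adduct mimic / Measured by: epi absorbance from released p-nitrophenol / Evaluation: % inhibition relative to enzyme-containing and enzyme-free wells / Control set: enzyme-free and DMSO wells / Replicates: each compound tested once, singlicate / Schedule: enzyme reaction with compound for 2 h at 37 °C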
LEDGF integ inh – blocks HIV-1 LEDGF/p75-dependent DNA integration; TR-FRET IN-LEDGF/p75 DNA integration, Eu/Cy5; inhibition, % at 3.7 µM; 0.64% of 370,000 active; AID 743269;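 active = inhibition above the screen-wide mean plus 3 SD, cut at about 13% in these data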;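 also: signal is the Cy5 over europium emission ratio at 671 and 618 nm; 0% = plate median of compound wells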
PRMT1 inh – blocks human protein arginine methyltransferase 1; recombinant PRMT1, activity-based probe fluorescence polarization; inhibition, % at 2.79 µM; 1.3% of 370,000 active;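 active = inhibition above about 21% made by adding two undisclosed values, limit read from the data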
PG9 binder – PG9 antibody binding by small molecule; TR-FRET gp120-PG9 antibody binding; inhibition, % at 6.7 µM; 0.43% of 360,000 active; in the data active = inhibition above about 8.5%
Active calls of the source: *; . = no result given.

SMILES	SIAE primary	DDE Tn7 FP inh	HTRA1 inh	TCR CD3 inh	mABHD4 FP	UHRF1 binding	TDP2 inh	LEDGF integ inh	PRMT1 inh	PG9 binder
CCCN(CCC)C(=O)CCSCCC(=O)N(CCC)CCC	11	6	3	-5	-5	0	-14	2	4	-1.5
COc1ccc(N2CCN(S(=O)(=O)CCNC(=O)c3ccc(Br)o3)CC2)cc1	5	-1	3	4	7	6	7	3	18	0.0
CC(OC(=O)c1ccccc1NCCO)C(=O)NC1CCCCC1C (centres undefined)	2	-3	-7	1	22	0	5	2	-1	0.7
NS(=O)(=O)c1ccc(CNC(=O)C(Cc2ccccc2)NS(=O)(=O)c2ccccc2F)cc1 (centres undefined)	2	-3	-8	-1	-1	2	-14	2	-1	-1.5
COc1ccc(Nc2nc(Cl)nc(N3CCN(c4ccc(OC)cc4)CC3)n2)cc1	4	5	.	1	-1	0	3	-2	1	0.0
Cn1cncc1C(=O)c1ccccc1	9	6	4	7	-2	-1	-15	3	-7	-2.1
CC(C)Sc1nc(-c2ccccc2)cc(=O)[nH]1	2	0	-8	-2	-3	-2	-1	-1	0	1.4
Cc1ccc(NC(=O)CSc2nccc(=O)[nH]2)c(S(=O)(=O)N2CCOCC2)c1	-3	5	4	-5	-12	1	-1	-2	9	2.2
Cc1sc2ncnc(OCC(=O)c3ccc(S(=O)(=O)N4CCCC4)cc3)c2c1C	-8	0	-8	6	-3	-1	-6	-3	0	-1.8
CC(=O)Nc1cccc(/C(C)=N/NC(=O)c2ccc(CN3CCOCC3)cc2)c1	2	-1	11	-3	3	3	3	-5	3	-2.5
CCOC(=O)N1CCC(NC(=O)CSCc2nc(-c3ccc(OC)cc3)oc2C)CC1	1	-3	7	3	-2	-1	6	1	0	-2.8
CCOc1cc(C2CC(=O)NC3=C2C(=O)C(C(=O)OC)C(C)C3)cc(Br)c1O (centres undefined)	-3	-8	5	3	5	3	-5	0	2	0.9
Nc1nc2ccccc2cc1S(=O)(=O)c1ccccc1	-5	4	-3	-3	-11	5	-12	4	4	1.0
Cc1ccccc1Nc1cc(C(=O)NCC2CCCO2)c2ccccc2n1 (centres undefined)	0	-1	-4	-6	3	-1	-1	-4	0	-0.1
CC1=Nc2ccccc2/C1=C\c1nc(-c2ccccc2)oc1O	-21	0	11	-9	-23	-1	2	-2	-3	-1.0

Reprinted at random: two compounds from above.
SMILES	SIAE primary	DDE Tn7 FP inh	HTRA1 inh	TCR CD3 inh	mABHD4 FP	UHRF1 binding	TDP2 inh	LEDGF integ inh	PRMT1 inh	PG9 binder
Cn1cncc1C(=O)c1ccccc1	9	6	4	7	-2	-1	-15	3	-7	-2.1
Cc1ccccc1Nc1cc(C(=O)NCC2CCCO2)c2ccccc2n1 (centres undefined)	0	-1	-4	-6	3	-1	-1	-4	0	-0.1

Other entries follow:
SMILES	SIAE primary	DDE Tn7 FP inh	HTRA1 inh	TCR CD3 inh	mABHD4 FP	UHRF1 binding	TDP2 inh	LEDGF integ inh	PRMT1 inh	PG9 binder
COc1ccc(-c2nc(CN3CCCC(C(=O)NC4CCCC4)C3)c(C)o2)cc1 (centres undefined)	5	-4	-6	-3	5	2	-4	3	0	0.5
COc1cc(C2CC(=O)NC(SCC(=O)Nc3ccccc3C)=C2C#N)ccc1O (centres undefined)	0	5	2	11	28	-2	5	-5	-1	-1.6
Cc1ccc(NC(=O)CN2C(=O)c3ccccc3C2=O)nc1	9	4	.	5	-5	0	13	1	-4	-0.6
CC1(C)CC2(CC(c3ccccc3F)c3cc(Cl)c(O)cc3O2)NC(=S)N1 (centres undefined)	-6	-1	-16	0	-1	8	-1	-2	17	-1.5
O=C(CN1C(=O)C2CCCCC2C1=O)N1CCN(c2ccc(F)cc2)CC1 (centres undefined)	-1	3	6	1	-1	0	-5	3	0	-0.1
c1ccc(-c2cnc(CN3CCN(c4ccccc4)CC3)o2)cc1	0	5	1	-2	-11	3	2	7	6	-1.0
Cc1cc(N=Cc2c(O)ccc3ccccc23)no1	4	0	5	2	1	4	-9	0	7	1.9
N#CCSc1nc(-c2ccccc2)c2cc(Cl)ccc2n1	4	2	-1	0	7	3	-9	-5	1	0.3
COc1ccc(OC)c(C2NC(=O)NC(C)=C2C(=O)Nc2ccc(C)cc2)c1 (centres undefined)	-1	1	0	-5	0	3	4	5	1	1.4
COc1ccc(-n2c(C)nn(CCOc3ccccc3)c2=O)cc1	-6	2	5	-1	-7	3	-3	-3	4	-0.9
CCOC(=O)CSc1nnc(CNC(=O)c2ccc(S(=O)(=O)N(C)C)cc2)n1C	3	8	-8	-6	-4	6	-1	4	0	0.9
C[C@H](NC(=O)C1CC(=O)N(c2ccc3c(c2)OCCO3)C1)C(=O)N1CCC(C(=O)O)CC1 (some centres undefined)	-3	-3	2	9	3	0	9	1	0	-0.6
N#C/C(=C\c1ccc(N2CCOCC2)o1)C(=O)NCCc1ccccc1	-3	-22	-20	-1	-33	-34	-14	0	-66	-13
Cc1ccc(OCC(O)CN2CCN(c3ccccc3)CC2)cc1 (centres undefined)	0	-3	5	-4	5	0	-2	2	0	-1.1
O=C(NC(=S)NCc1ccccc1Cl)c1cccs1	-4	2	-35	3	-20	-3	0	-1	0	0.4

Further entries:
SMILES	SIAE primary	DDE Tn7 FP inh	HTRA1 inh	TCR CD3 inh	mABHD4 FP	UHRF1 binding	TDP2 inh	LEDGF integ inh	PRMT1 inh	PG9 binder
CC(C)NC(=O)CCCN1C(=O)c2ccccc2Sc2ncccc21	-1	-5	-4	-3	2	2	-4	-1	1	-0.5
Cc1ccc2c(c1)-c1c(cnn1CC(=O)NCCc1ccc(O)cc1)CO2	1	-2	.	.	3	-1	4	-1	-1	.
Cc1onc(-c2ccccc2)c1C(=O)NC(=S)NNC(=O)c1ccc(O)cc1O	9	1	22	8	-10	-9	-14	-4	-4	0.3
Nc1nn(-c2ccccc2)c(N)c1N=Nc1ccccc1	4	5	1	4	-6	-7	-6	-4	-3	-2.9
CC1(C)CC(=O)C2=C(C1)OC(N)=C(C#N)C2C#Cc1ccccc1 (centres undefined)	2	4	-1	14	13	-3	-3	1	3	-2.4
COC(=O)[C@]12C[C@H](CC(=O)NCc3ccc(OC)c(OC)c3)C(=O)N(Cc3ccc(Cl)cc3Cl)C1=C[C@H](COCc1ccccc1)O[C@@H]2C	-5	-4	.	.	-15	2	2	3	-2	.
CC(=O)Nc1cccc(NC(=O)c2cc([N+](=O)[O-])ccc2N2CCCCC2)c1	1	3	-11	-1	0	-1	3	-4	3	1.9
CN(CC(=O)NCC1CCCCC1)CC(=O)Nc1ccc(F)cc1	9	3	-3	-6	-8	3	-3	9	-2	-1.2
N#Cc1ccccc1S(=O)(=O)N1CCN(C(=O)c2cc(=O)[nH]c3ccccc23)CC1	-4	-9	5	3	8	0	-1	-1	4	0.9
Cc1nnc(SCC(=O)Nc2nc(-c3ccc(F)cc3)cs2)[nH]c1=O	2	-1	-1	4	6	-4	-2	3	0	2.2
O=C(Cn1nnc(N2CCOCC2)n1)NN=Cc1ccccc1Cl	0	-1	.	11	-1	0	1	-3	2	-1.0
Nc1cccc(C(=O)c2ccccc2C(=O)O)c1	3	13	6	6	2	-2	-1	2	0	0.3
CC(C)CNc1nc2c(c(=O)n(C)c(=O)n2C)n1Cc1cccc(Br)c1	4	7	-6	-4	-2	-3	-4	1	0	-1.6
COCCCn1nnnc1SCC(=O)Nc1nc(C)c(C)s1	-7	3	2	-6	-17	10	-12	-2	7	0.8
Cc1cc(Br)ccc1NC(=O)CN(C)C(=O)COc1cccc2c1OC(C)(C)C2	-4	-1	-2	1	1	-2	4	-1	-2	-2.8

Further compounds
SMILES	SIAE primary	DDE Tn7 FP inh	HTRA1 inh	TCR CD3 inh	mABHD4 FP	UHRF1 binding	TDP2 inh	LEDGF integ inh	PRMT1 inh	PG9 binder
CCc1ccccc1NC(=O)c1ccc2snnc2c1	-3	-10	2	6	-8	-1	8	0	3	-1.9
O=C(CSc1nccn1Cc1ccco1)Nc1ccccc1F	-5	8	-1	-1	-1	0	0	1	2	0.8
Cc1ccc(C(=O)Nc2ccccc2Oc2ccccc2)cc1[N+](=O)[O-]	-3	2	-20	-1	-12	1	-8	2	2	-1.0
CCCOc1ccc(N2C(=O)C3ON(c4ccccc4)C(CCC)C3C2=O)cc1 (centres undefined)	3	9	3	-7	-7	3	0	4	6	0.5
O=C(COc1ccc2c(c1)OCO2)NCc1cccs1	-4	-7	0	-3	10	-2	1	1	3	-0.5
CCCCNC(=O)Cn1nc(C)c(S(=O)(=O)N2CCOCC2)c1C	-1	1	1	-4	-1	0	-2	-7	6	2.3
O=C(Nc1ccccc1C(=O)NCCc1ccccc1)c1cnccn1	-6	2	1	-5	6	1	-11	-8	2	0.4
CCOC(=O)CSc1nnc(CNC(=O)c2ccc(S(=O)(=O)N3CCCCC3)cc2)n1C	-4	3	3	4	1	1	-12	1	-2	-1.0
N#Cc1nc(-c2ccco2)oc1N1CCN(C(c2ccccc2)c2ccccc2)CC1	-3	-1	2	4	1	-2	-6	-3	2	-0.7

Structures listed so far that have an aryl methoxy group:
SMILES	SIAE primary	DDE Tn7 FP inh	HTRA1 inh	TCR CD3 inh	mABHD4 FP	UHRF1 binding	TDP2 inh	LEDGF integ inh	PRMT1 inh	PG9 binder
COc1ccc(N2CCN(S(=O)(=O)CCNC(=O)c3ccc(Br)o3)CC2)cc1	5	-1	3	4	7	6	7	3	18	0.0
COc1ccc(Nc2nc(Cl)nc(N3CCN(c4ccc(OC)cc4)CC3)n2)cc1	4	5	.	1	-1	0	3	-2	1	0.0
CCOC(=O)N1CCC(NC(=O)CSCc2nc(-c3ccc(OC)cc3)oc2C)CC1	1	-3	7	3	-2	-1	6	1	0	-2.8
COc1ccc(-c2nc(CN3CCCC(C(=O)NC4CCCC4)C3)c(C)o2)cc1 (centres undefined)	5	-4	-6	-3	5	2	-4	3	0	0.5
COc1cc(C2CC(=O)NC(SCC(=O)Nc3ccccc3C)=C2C#N)ccc1O (centres undefined)	0	5	2	11	28	-2	5	-5	-1	-1.6
COc1ccc(OC)c(C2NC(=O)NC(C)=C2C(=O)Nc2ccc(C)cc2)c1 (centres undefined)	-1	1	0	-5	0	3	4	5	1	1.4
COc1ccc(-n2c(C)nn(CCOc3ccccc3)c2=O)cc1	-6	2	5	-1	-7	3	-3	-3	4	-0.9
COC(=O)[C@]12C[C@H](CC(=O)NCc3ccc(OC)c(OC)c3)C(=O)N(Cc3ccc(Cl)cc3Cl)C1=C[C@H](COCc1ccccc1)O[C@@H]2C	-5	-4	.	.	-15	2	2	3	-2	.
